Assay outcomes as filed in PubChem BioAssay.
STK33 kin inh: inhibitors of human STK33 kinase | hit rate 0.44% among 27,000 | inhibition, % at 12.5 µM | ADP-Glo luminescence, MBP substrate | Q9BYT3; in the data active = inhibition above about 20%
Target sequence (Q9BYT3 whole entry, looked up): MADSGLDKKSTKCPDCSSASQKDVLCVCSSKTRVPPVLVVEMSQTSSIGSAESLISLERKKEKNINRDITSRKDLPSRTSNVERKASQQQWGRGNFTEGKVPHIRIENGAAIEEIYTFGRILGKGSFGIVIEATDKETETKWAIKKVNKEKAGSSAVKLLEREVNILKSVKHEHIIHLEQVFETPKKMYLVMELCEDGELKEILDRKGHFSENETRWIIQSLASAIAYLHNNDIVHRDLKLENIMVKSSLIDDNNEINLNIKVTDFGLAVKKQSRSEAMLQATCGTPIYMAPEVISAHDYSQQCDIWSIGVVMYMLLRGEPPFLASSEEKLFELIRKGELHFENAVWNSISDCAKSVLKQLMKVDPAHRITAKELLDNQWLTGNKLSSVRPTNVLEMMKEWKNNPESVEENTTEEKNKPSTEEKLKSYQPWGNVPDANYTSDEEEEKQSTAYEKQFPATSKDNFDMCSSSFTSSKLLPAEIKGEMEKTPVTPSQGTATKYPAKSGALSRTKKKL
p53 PUMA act: restores mutant p53 pathway signaling in SW480 cells. SW480 PUMA-promoter luciferase, p53 mutant reactivation. activation, % at 9.98 µM. hit rate 1.5% among 28,000. AID 624151; in the data active = activation above about 52%
Numbers without * were called inactive; . = no result given.

Order of results: STK33 kin inh | p53 PUMA act
Cc1nn(C(C)C(=O)Nc2ccc(F)c(Cl)c2)c(C)c1[N+](=O)[O-] (configuration not stated)
→ -4.0 | 22.2
C[C@H](CO)N1C[C@H](C)[C@H](CN(C)C(=O)Nc2ccccc2F)OCc2cnnn2CCCC1=O
→ -3.1 | -6.3
C[C@H](CO)N1C[C@H](C)[C@@H](CN(C)Cc2ccc(Cl)c(Cl)c2)Oc2ccc(NC(=O)Nc3ccc(F)cc3)cc2C1=O
→ 1.3 | .
CCOC(=O)c1c(-c2cccs2)csc1/N=C/c1c(O)n(C)c2ccccc12
→ . | 12.1
COC(=O)c1c(NC(=S)Nc2nc(C)cc(C)n2)sc2c1CCC2
→ 1.2 | 0.9
C[C@@H]1CCCCO[C@@H](CN(C)S(=O)(=O)c2ccccc2)[C@@H](C)CN([C@@H](C)CO)C(=O)c2cc(NC(=O)Nc3ccccc3)ccc2O1
→ . | -3.0
O=c1c(-c2ccc(O)cc2)coc2cc(O[C@@H]3O[C@H](CO)[C@@H](O)[C@H](O)[C@H]3O)cc(O)c12
→ -4.0 | -22.7
Cc1noc(C)c1NC(=O)Nc1ccc2c(c1)CC(=O)N([C@H](C)CO)C[C@H](C)[C@@H](CN(C)C(=O)NC(C)C)O2
→ . | 7.2
O=C(CSc1nc(-c2ccccc2)cc(=O)[nH]1)Nc1ccc(Br)cc1
→ 2.0 | 12.2
COc1ccc(S(=O)(=O)N(C)C[C@@H]2Oc3ccc(NC(=O)Nc4cccc5ccccc45)cc3CC(=O)N([C@H](C)CO)C[C@H]2C)cc1
→ 5.6 | -8.2
CC(C)NC(=O)Nc1ccc2c(c1)C(=O)N([C@H](C)CO)C[C@@H](C)[C@H](CN(C)Cc1ccc(C(F)(F)F)cc1)O2
→ 0.6 | .
C[C@H](CO)N1C[C@H](C)[C@H](CN(C)S(=O)(=O)c2cn(C)cn2)Oc2ccc(NC(=O)CCN3CCOCC3)cc2CC1=O
→ 1.7 | -1.1
O=C(N1CCCCC1)[C@@]1(CCS(=O)(=O)c2ccccc2)N=C(c2ccc(OCCCO)cc2)O[C@H]1c1ccccc1
→ 6.1 | .
CC(C)CNC(=O)[C@@]1(c2ccc([N+](=O)[O-])cc2)CC(=O)N(CC23CC4CC(CC(C4)C2)C3)[C@@H]1c1ccc(CO)cc1
→ 0.9 | .
COc1ccc(OC)c(S(=O)(=O)N2CCC(C(=O)Nc3cccc(C(C)=O)c3)CC2)c1
→ -0.2 | -12.8
N#C/C(=C/c1ccc(O)c(O)c1)C(=O)OCCc1cccs1
→ . | 5.1
C[C@@H]1CN([C@@H](C)CO)C(=O)Cc2cc(NS(=O)(=O)c3cn(C)cn3)ccc2O[C@@H]1CN(C)Cc1ccc(C(=O)O)cc1
→ -2.4 | .
COc1ccc(CN(C)C[C@@H]2Oc3ccc(NC(=O)Cc4cn(C)c5ccccc45)cc3C(=O)N([C@@H](C)CO)C[C@H]2C)cc1
→ . | -33.9
COc1ccc(C(=O)Nc2ccc3nc(SCC(=O)Nc4ccccc4F)sc3c2)cc1OC
→ 2.4 | -22.9
COc1ccc(-c2nc3ccccc3s2)cc1NC(=O)COc1cccc(C)c1
→ 4.3 | 66.1*
COc1ccc(S(=O)(=O)N(C)C[C@@H]2Oc3ccc(NC(=O)CCC(F)(F)F)cc3CC(=O)N([C@H](C)CO)C[C@@H]2C)cc1
→ -1.4 | .
COc1ccc(CSc2ncn[nH]2)cc1[N+](=O)[O-]
→ -2.7 | -12.1
Cc1noc(C)c1NC(=O)Nc1cccc2c1O[C@@H](CN(C)S(=O)(=O)c1cn(C)cn1)[C@@H](C)CN([C@@H](C)CO)C2=O
→ . | 3.7
COc1ccc(S(=O)(=O)N(C)C[C@@H]2Oc3ccc(NC(=O)Nc4c(C)noc4C)cc3CC(=O)N([C@H](C)CO)C[C@H]2C)cc1
→ -0.4 | .
C[C@H]1CN([C@@H](C)CO)C(=O)c2cccc(NC(=O)C3CCOCC3)c2O[C@@H]1CN(C)Cc1ccccc1
→ . | -0.4
Cc1noc(C)c1NC(=O)Nc1ccc2c(c1)C(=O)N([C@@H](C)CO)C[C@@H](C)[C@@H](CN(C)C(=O)Nc1ccc3c(c1)OCO3)O2
→ 0.9 | .
C[C@@H]1CN([C@H](C)CO)C(=O)Cc2cc(NS(=O)(=O)c3ccc(F)cc3)ccc2O[C@@H]1CN(C)S(=O)(=O)c1cn(C)cn1
→ -1.2 | .
CC(C)CC(=O)c1c(O)cc(O)cc1OC1OC(COC(=O)c2cc(O)c(O)c(O)c2)C(O)C(O)C1O (configuration not stated)
→ -0.9 | -1.9
COc1ccc(S(=O)(=O)Nc2ccc3c(c2)C(=O)N([C@@H](C)CO)C[C@H](C)[C@H](CN(C)S(=O)(=O)c2ccc(Cl)cc2)O3)cc1
→ -2.2 | .
C[C@H](CO)N1C[C@H](C)[C@H](CN(C)S(=O)(=O)c2cn(C)cn2)Oc2ncc(-c3cccc(F)c3)cc2C1=O
→ -2.0 | .
COc1ccc(OC)c(NC(=O)COc2ccc(F)cc2)c1
→ 5.7 | 26.6
COc1ccc(OC)c(S(=O)(=O)Nc2cc([N+](=O)[O-])ccc2C)c1
→ 0.0 | 3.5
COc1ccc(OC)c(S(=O)(=O)N2CCC(C(=O)Nc3cccc(SC)c3)CC2)c1
→ -1.5 | 5.1
C[C@@H]1CN([C@H](C)CO)C(=O)c2cc(NS(=O)(=O)c3ccc(F)cc3)ccc2O[C@H]1CN(C)C(=O)Nc1ccc2c(c1)OCO2
→ -1.1 | .
C[C@@H]1CN([C@H](C)CO)C(=O)c2cc(-c3ccc(C#N)cc3)cnc2O[C@@H]1CN(C)CC1CC1
→ . | -0.9
C[C@H](CO)N1C[C@H](C)[C@H](CN(C)S(=O)(=O)c2cccs2)Oc2ccc(NC(=O)Nc3ccc4c(c3)OCO4)cc2CC1=O
→ 2.4 | .
O=C(CN1CCOCC1)Nc1ccc([N+](=O)[O-])cc1C(=O)Nc1ccccc1F
→ 1.5 | -2.9
O=C(CCSc1nc(-c2ccco2)cc(C(F)(F)F)n1)Nc1cccnc1
→ -1.1 | 17.8
C[C@@H]1CN([C@@H](C)CO)C(=O)Cc2cc(NC(=O)NC3CCCCC3)ccc2O[C@@H]1CN(C)C(=O)NC1CCCCC1
→ -1.5 | 1.9
COc1ccc(S(=O)(=O)N(C)C[C@H]2OCCCC[C@@H](C)Oc3ccc(NC(=O)NC(C)C)cc3C(=O)N([C@H](C)CO)C[C@@H]2C)cc1
→ -2.3 | .
O=S(=O)(N[C@@H]1CCN(Cc2ccc(OCCO)cc2)C1)c1cccc2cccnc12
→ 2.1 | .
COC(=O)CC1C(=O)NCCN1C(=S)Nc1cccc(OC)c1 (configuration not stated)
→ 0.2 | 8.0
CCCN(C)C[C@@H]1OCCCC[C@@H](C)Oc2ccc(NS(=O)(=O)c3ccc(F)cc3)cc2C(=O)N([C@H](C)CO)C[C@@H]1C
→ -1.0 | .
Cc1ccc(S(=O)(=O)N(C)C[C@@H]2OCCCC[C@@H](C)Oc3ccc(NC(=O)Nc4cccc5ccccc45)cc3C(=O)N([C@H](C)CO)C[C@@H]2C)cc1
→ 5.4 | .
COc1ccc(CN(C)C[C@H]2OCCCC[C@@H](C)Oc3ccc(NC(=O)Cc4ccccc4)cc3C(=O)N([C@H](C)CO)C[C@@H]2C)cc1
→ 4.9 | .
C[C@@H]1CN([C@H](C)CO)C(=O)c2cc(NS(C)(=O)=O)ccc2O[C@H]1CN(C)C(=O)Nc1ccc(F)cc1
→ . | 0.9
C[C@@H]1CN([C@@H](C)CO)C(=O)c2cc(C#Cc3cccnc3)cnc2O[C@@H]1CN(C)Cc1ccncc1
→ . | 10.2
C[C@H](CO)N1C[C@H](C)[C@H](CN(C)Cc2ccc(-c3ccccc3)cc2)Oc2ccc(NC(=O)Nc3ccc(F)cc3)cc2C1=O
→ -1.2 | .
CCCc1occc(=O)c1CC=O
→ 1.2 | 34.0
COc1cccc(-c2nnc(SCC(=O)Nc3cccc([N+](=O)[O-])c3)n2C)c1
→ 1.6 | 8.8
Cc1ccc(NC(=O)c2ccc(CN3CCN(C)CC3)cc2)cc1Nc1nccc(-c2cccnc2)n1
→ . | -18.4
Nc1ncnc2c1c(I)cn2C1OC(CO)C(O)C1O (configuration not stated)
→ 53.3* | -84.3
COC1CCC(C(=O)c2ccc3nc4c(cc3c2)CCCO4)CC1 (configuration not stated)
→ . | 15.8
CC(C)NC(=O)N(C)C[C@H]1OCCCC[C@@H](C)Oc2ccc(NS(=O)(=O)c3ccccc3)cc2C(=O)N([C@H](C)CO)C[C@H]1C
→ . | 1.4
Cc1noc(C)c1NC(=O)N(C)C[C@H]1OCCCC[C@H](C)Oc2ccc(NS(=O)(=O)c3cn(C)cn3)cc2C(=O)N([C@@H](C)CO)C[C@H]1C
→ . | 8.5
CC1(C)CC[C@]2(C(=O)O)CC[C@]3(C)C(=CCC4[C@@]5(C)C[C@@H](O)[C@H](O)C(CO)(CO)C5CC[C@]43C)C2[C@@H]1O (some centres not stated)
→ -7.2 | .
C[C@@H]1CN([C@@H](C)CO)C(=O)Cc2cc(NC(=O)C3CC3)ccc2O[C@@H]1CN(C)Cc1ccc(C(F)(F)F)cc1
→ -2.9 | 7.4
Cn1c(SCC(=O)N2CCN(c3ccccc3)CC2)nnc1-c1cc2ccccc2o1
→ -1.6 | -0.2
C[C@@H]1CN([C@@H](C)CO)C(=O)c2cccc(NC(=O)NC3CCCCC3)c2O[C@H]1CN(C)C(=O)Nc1ccc(F)cc1
→ . | 0.3
Nc1ncnc2c1ncn2CCN1CCOCC1
→ 0.8 | -0.9

Going on with the list:
Structure,STK33 kin inh,p53 PUMA act
O=C(NCCCO)C(=O)NCC1COc2ccccc2O1 (configuration not stated),-2.3,14.9
C[C@@H]1CN([C@H](C)CO)C(=O)Cc2cc(NC(=O)Nc3ccc4c(c3)OCO4)ccc2O[C@H]1CN(C)S(=O)(=O)c1ccc(F)cc1,1.4,0.4
C[C@H]1CN([C@@H](C)CO)C(=O)c2cccc(NC(=O)Nc3cccc4ccccc34)c2O[C@H]1CN(C)C(=O)NC1CCCCC1,.,-40.1
O=C(CSc1nc2ccccc2nc1N1CCCC1)NCCc1ccc(Cl)cc1,2.9,.
COc1ccc(-c2coc3cc(O)ccc3c2=O)c(OC)c1,3.8,.
COc1ccc2c(=O)ccoc2c1,3.3,.
CSCCC(Nc1ncnc2sc3c(c12)CCCC3)C(=O)O (configuration not stated),0.7,-8.6
Cc1noc(C)c1NC(=O)N(C)C[C@H]1Oc2ccc(NC(=O)Nc3cccc4ccccc34)cc2CC(=O)N([C@@H](C)CO)C[C@@H]1C,0.1,.
C[C@H](CO)N1C[C@H](C)[C@H](CN(C)Cc2ccc(Cl)c(Cl)c2)Oc2ccc(NS(=O)(=O)c3ccc(Cl)cc3)cc2CC1=O,2.9,.
O=C(O)CSc1nc2cc(N3CCOCC3)c(F)cc2[nH]1,-8.9,11.1
C[C@@H]1CCCCO[C@@H](CN(C)C(=O)Nc2ccc3c(c2)OCO3)[C@@H](C)CN([C@H](C)CO)C(=O)c2cc(NC(=O)Nc3ccc(F)cc3)ccc2O1,-1.6,.
C[C@@H]1CN([C@H](C)CO)C(=O)Cc2cc(NC(=O)Nc3ccc(C(F)(F)F)cc3)ccc2O[C@@H]1CN(C)Cc1ccc(Oc2ccccc2)cc1,-2.6,.
Cc1cc(=O)[nH]c(SCCCOc2ccccc2-c2ccccc2)n1,0.3,-15.4
CC(=O)c1ccc(NC(=O)CSc2nnc(N)n2-c2ccccc2)cc1,1.2,4.8
Cc1ccc(S(=O)(=O)N(C)C[C@@H]2OCCCC[C@@H](C)Oc3ccc(NS(C)(=O)=O)cc3C(=O)N([C@H](C)CO)C[C@@H]2C)cc1,-1.2,.
CC(C)NC(=O)Nc1ccc2c(c1)C(=O)N([C@H](C)CO)C[C@@H](C)[C@H](CN(C)C(=O)Nc1ccccc1)OCCCC[C@@H](C)O2,.,-6.7
Cc1noc(C)c1NC(=O)Nc1ccc2c(c1)CC(=O)N([C@H](C)CO)C[C@@H](C)[C@H](CN(C)S(=O)(=O)c1cn(C)cn1)O2,.,-1.4
Cc1cc(OCC(=O)Nc2cccc3ncccc23)cc(C)c1Cl,1.5,9.4
O=C(CCn1cnc2ccccc2c1=O)Nc1cccc(Cl)c1,-0.1,14.0
Cc1cc(C)nc(SC(C)C(=O)Nc2ccc(Cl)cc2)n1 (configuration not stated),3.7,-0.2
Cc1noc(C)c1NC(=O)N(C)C[C@H]1Oc2ccc(N(C)C)cc2CC(=O)N([C@@H](C)CO)C[C@@H]1C,-1.3,0.5
CN(C)c1ccc2c(c1)[C@@H]1C[C@H](CC(=O)O)O[C@H](CO)[C@@H]1O2,.,4.5
Cc1cccc(C(=O)Nc2cccc(OCC(=O)O)c2)c1,-0.4,4.0
COc1cccc(C(=O)c2oc3ccccc3c2NC(=O)COc2ccccc2)c1,1.5,21.3
O=C(CCc1nc(-c2ccc(Cl)cc2)no1)N1CCOCC1,-1.9,22.4

This is a subset; rates above refer to the full screens.
